Ba/F3 V617F tox: loss of viability in JAK2V617F-driven Ba/F3 cells; Ba/F3 EpoR-JAK2V617F viability, ATP luminescence; inhibition, % at 5.6 µM; 220,000 tested, 1.1% active; AID 1446;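 active = inhibition above the campaign mean plus 3 SD over all tested compounds, cut at about 24% in these data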;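 also: cytokine-independent growth of Ba/F3 cells driven by EpoR plus mutant JAK2; 0% = DMSO-treated cells and 100% = JAK inhibitor I control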
BaF3 tox: reduces parental Ba/F3 cell viability, JAK2V617F counter-screen | AID 1486 | 220,000 tested, 1.1% active | CellTiter-Glo ATP luminescence | inhibition, % at 5.6 µM;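 active = inhibition above a per-campaign cutoff, the mean inhibition of all tested compounds plus 3 SD, cut at about 27% in these data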;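 also: 0% = DMSO wells and 100% = JAK Inhibitor I control wells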
S1P4 ag: human S1P4 receptor agonism; S1P4-expressing cell line, agonist reporter assay; O95977; 220,000 tested, 0.35% active; activation, % at 4.98 µM; in the data active = activation above about 11%;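 also: 0% = DMSO vehicle and 100% = reference agonist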
Target sequence (O95977 whole entry, looked up): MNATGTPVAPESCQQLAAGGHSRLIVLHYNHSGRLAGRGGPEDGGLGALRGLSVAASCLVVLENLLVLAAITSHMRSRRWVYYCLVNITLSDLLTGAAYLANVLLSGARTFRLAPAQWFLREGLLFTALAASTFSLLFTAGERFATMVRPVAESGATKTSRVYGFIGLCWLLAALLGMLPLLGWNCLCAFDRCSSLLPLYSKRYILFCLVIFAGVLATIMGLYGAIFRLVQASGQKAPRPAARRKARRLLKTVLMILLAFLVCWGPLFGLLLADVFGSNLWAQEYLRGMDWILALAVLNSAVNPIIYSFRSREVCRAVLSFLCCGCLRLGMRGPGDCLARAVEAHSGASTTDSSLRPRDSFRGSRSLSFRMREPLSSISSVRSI
eIF4E 4G PPI: inhibitors of eIF4E and eIF4G interaction in translation initiation; inhibition, % at 21.7 µM; TR-FRET eIF4E-eIF4GI(517-606) binding, 2 h; 220,000 tested, 0.37% active; P63073+Q04637;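 active = inhibition above about 30%, limit read from the data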;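 also: 0% = full FRET control wells and 100% = background wells lacking eIF4GI fragment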
S1P4 antagonist: antagonists of human S1P4 receptor | O95977 | S1P4-expressing cells, antagonist mode, reporter read-out | inhibition, % at 4.98 µM | 220,000 tested, 0.26% active; in the data active = inhibition above about 29%;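 also: 0% = wells stimulated with agonist and 100% = vehicle wells without agonist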
Wee1 degr inh: human Wee1 degradation inhibition, primary screen | 220,000 tested, 1.2% active | HeLa Luc-Wee1K328M stability, luciferase luminescence; 100% = proteasome inhibitor MG132 effect | reporter increase, % at 5 µM | P30291;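 active = activation above the mean of all tested compounds plus 3 SD, set per screening run, cut at about 8.8% in these data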;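 also: cells exposed to compound for 20 h before luminescence read; 0% = DMSO alone and 100% = MG132 at 30 µM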
NPY2 pot ag: human NPY-Y2 potentiation or agonism, primary screen | 220,000 tested, 0.45% active | cells expressing NPY-Y2, potentiator/agonist read-out | activation, % at 3.6 µM; in the data active = activation above about 27%;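 also: cells stimulated with NPY near EC25 plus isoproterenol at EC100; 0% = vehicle plus submaximal agonist and 100% = vehicle plus saturating agonist; some results beyond the cut were filed as inactive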
PERK inh: blocks human PERK kinase. inhibition, % at 5.6 µM. 220,000 tested, 0.17% active. CHO PERK-DD fusion, SEAP luminescence translation reporter. AID 1416;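 active = inhibition above the mean inhibition of all tested compounds plus 3 SD, set separately per screening campaign, cut at about 2.9% in these data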;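 also: PERK kinase domain activated by AP20187 dimerizer at 100 nM; 0% = DMSO with dimerizer and 100% = rapamycin at 8.4 µM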
Mdm2 ligase inh: blocks human Mdm2 ubiquitin ligase activity; 210,000 tested, 0.11% active; signal enhancement, % at 5 µM; cell-based MDM2 ubiquitination luciferase reporter, 2 h; 0 = plate control, 100 = twice control, blank-subtracted;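 active = signal enhancement of 30% or more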;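 also: luminescence tracks abundance of the self-degrading MDM2-luciferase fusion protein; higher signal means inhibition of MDM2 E3 ligase activity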
Target sequence (Q00987 whole entry, looked up, the tested form may be a part): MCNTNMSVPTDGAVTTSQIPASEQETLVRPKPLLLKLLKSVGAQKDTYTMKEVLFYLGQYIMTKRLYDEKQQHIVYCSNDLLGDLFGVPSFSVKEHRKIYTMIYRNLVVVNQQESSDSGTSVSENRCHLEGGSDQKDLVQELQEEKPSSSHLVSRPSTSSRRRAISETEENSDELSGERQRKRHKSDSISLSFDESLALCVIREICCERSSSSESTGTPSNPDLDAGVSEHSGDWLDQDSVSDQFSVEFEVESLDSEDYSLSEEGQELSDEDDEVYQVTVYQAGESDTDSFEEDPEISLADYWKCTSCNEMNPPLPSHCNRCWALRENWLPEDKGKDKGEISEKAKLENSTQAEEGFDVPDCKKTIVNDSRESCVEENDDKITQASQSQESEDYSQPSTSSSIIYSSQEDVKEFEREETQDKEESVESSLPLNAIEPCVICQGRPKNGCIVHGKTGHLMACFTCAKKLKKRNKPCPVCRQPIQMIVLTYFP
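Buffer or medium: Cells held in DMEM | Assay system: Stable mammalian line carrying autodegrading MDM2–luciferase fusion reporter | Quantity: 2000 cells/well | Times: 4 h settle plus 2 h compound, 37 °C | Doses: One concentration, 5 µM, with 0.2% DMSO | Technique: Luminescence with SteadyLite reagent, 15 min at room temperature | Benchmarks: Plate controls and plate blanks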
* hit, by the source's call; / = no result given; [ ] = dose if it differs, or a comment.

SMILES | Ba/F3 V617F tox | BaF3 tox | S1P4 ag | eIF4E 4G PPI | S1P4 antagonist | Wee1 degr inh | NPY2 pot ag | PERK inh | Mdm2 ligase inh
Cc1noc(C)c1S(=O)(=O)N1CCC(Cc2ccccc2)CC1 | -3 | 1 | 1.5 | 0 | 5 | 1 | 12 | 0.5 | -1
CCCN(CCC)CCCNC(=O)c1ccc2c(c1)N(CC)C(=O)c1ccccc1S2=O (centres undefined) | 1 | 1 | 1.1 | 2[fluorescence artefact?] | -5 | -1 | -19 | -1.1 | -16
CCOC(=O)C1CCCN(S(=O)(=O)c2c(C)c(C)cc(C)c2C)C1 (centres undefined) | -1 | 3 | 0.1 | 6 | -3 | 2 | -2 | -0.4 | -8
O=c1cc(CO)oc(CN2CCN(c3ccccc3)CC2)c1O | 1 | 3 | -1.5 | -5 | 0 | 2 | -2 | 1.2 | -18
CCNc1ccc(C(=O)Nc2ccc3nc(C)sc3c2)cc1[N+](=O)[O-] | -4 | 4 | 1.9 | 1 | 13 | -2 | 2 | -0.6 | -14
O=C(CCC(=O)c1ccccc1)NCCc1c[nH]c2ccccc12 | 2 | 5 | -0.6 | 3 | -6 | 8 | 0 | -0.1 | -9
COc1ccc(C)cc1S(=O)(=O)N(CC(=O)N1CCCC1)c1ccccc1 | -2 | 3 | -2.5 | 4 | -20 | 2 | 7 | 0.1 | 2
COc1ccc(/C=C/C(=O)N(c2ccccn2)C2CCCCC2)cc1OC | 2 | 9 | -0.2 | 2 | 8 | -1 | -11 | -0.3 | -2
COc1cc(/C=N/Nc2nc3c(c(=O)n(C)c(=O)n3C)n2Cc2ccccc2)ccc1OC(=O)c1ccco1 | 0 | 6 | 0.5 | -3 | 7 | 1 | -1 | 0.5 | -8
Cc1ccc(C)c(S(=O)(=O)N2CCN(CC(=O)Nc3cc(C)on3)CC2)c1 | -1 | 1 | 0.2 | 11 | -6 | -1 | 3 | -0.7 | -9
C=CCNC(=O)c1c2c(nc3ccccc13)-c1ccccc1CC2 | 1 | 3 | -0.1 | -2 | -1 | 1 | -6 | -0.2 | -18
Cc1c(/C=N/O)sc2ccccc12 | -5 | 2 | 2.3 | -3 | 1 | 1 | 5 | 0.3 | 11

One compound at a time, from the list above. Values in the order: Ba/F3 V617F tox, BaF3 tox, S1P4 ag, eIF4E 4G PPI, S1P4 antagonist, Wee1 degr inh, NPY2 pot ag, PERK inh, Mdm2 ligase inh
Cc1noc(C)c1S(=O)(=O)N1CCC(Cc2ccccc2)CC1 across the screens: -3, 1, 1.5, 0, 5, 1, 12, 0.5, -1
O=C(CCC(=O)c1ccccc1)NCCc1c[nH]c2ccccc12 across the screens: 2, 5, -0.6, 3, -6, 8, 0, -0.1, -9

Going on with the list:
SMILES | Ba/F3 V617F tox | BaF3 tox | S1P4 ag | eIF4E 4G PPI | S1P4 antagonist | Wee1 degr inh | NPY2 pot ag | PERK inh | Mdm2 ligase inh
CC(=O)Nc1ccc(NS(=O)(=O)c2ccc(Cl)s2)cc1 | 4 | 3 | -0.4 | 3 | -3 | -2 | 2 | -1.0 | -9
COc1ccc(NC(=S)N(CCc2c(C)[nH]c3ccccc23)Cc2cccnc2)cc1 | -3 | 7 | 1.0 | 1[fluorescence artefact?] | -15 | -2 | 9 | -1.0 | /
CCOC(=O)c1nc2sc(C)c(C)c2c(=O)[nH]1 | -2 | 1 | 5.2 | -2 | -24 | -3 | 3 | -0.5 | 2
CC(C)c1nnc(SCC(=O)NCc2ccc3c(c2)OCO3)n1C | -2 | 2 | 2.9 | -1 | -10 | 12* | -16 | 1.0 | -11
CC(C)n1c(N2CCN(C(=O)N3CCCCC3)CC2)nc2ccccc21 | 1 | 5 | -1.1 | -1[fluorescence artefact?] | -12 | 1 | 19 | -0.8 | -13
CCn1nc(C)c(CN2CCCC(CO)(Cc3ccccc3)C2)c1C (centres undefined) | -3 | -3 | -1.1 | 3 | -10 | -2 | 13 | 0.2 | -12
Cc1ccc(NC(=O)c2cc(-c3ccccc3)nn2-c2ccccc2)c(Br)c1 | -5 | 2 | -1.3 | 9[fluorescence artefact?] | -1 | 1 | 9 | 0.3 | 1
CCOC(=O)c1cn[nH]c1C(F)(F)F | -2 | -2 | 1.4 | -5 | -7 | -2 | 0 | 0.8 | -8
Cn1c(=O)c2c(O)cc(=O)n(-c3ccccc3)c2n(C)c1=O | -2 | 3 | 0.9 | 4 | -10 | 4 | -16 | 1.5 | -5
CCOC(=O)Cc1csc(NC(=O)CSc2nc(N)c3c(C)c(C)sc3n2)n1 | 2 | 9 | 24* | 2 | -9 | 1 | -6 | -2.6 | -18
Cc1ccccc1NC(=O)c1ccccc1NS(=O)(=O)c1cccc2cccnc12 | -2 | 0 | -1.1 | -5 | 2 | -1 | 6 | 0.5 | -11
Cc1ccc(-c2cc(C(=O)Nc3cc(C)on3)c3ccccc3n2)cc1 | -1 | 0 | 1.7 | -2 | -11 | 2 | 1 | 0.2 | -3
COc1ccc(OCC(O)CNC(=O)/C=C/c2cccc([N+](=O)[O-])c2)cc1 (centres undefined) | 1 | 2 | -2.2 | -2 | -3 | -3 | -8 | 0.1 | -13
Cc1ccc(-n2c(=O)c3sccc3n(CC(=O)NCc3ccco3)c2=O)cc1 | -6 | 3 | -1.8 | 1[fluorescence artefact?] | -12 | -3 | 7 | -0.5 | -14
CC1(C)CC(=O)c2cc(O)ccc2O1 | 0 | 3 | 1.1 | 5 | 13 | 0 | -3 | 0.1 | -10
COc1cccc2cc(S(=O)(=O)c3ccccc3)c(=Nc3ccc4c(c3)OCCO4)oc12 | -1 | 8 | 1.4 | -1 | -19 | 3 | 1 | 0.2 | 2
CC(C)(C)NC(=O)c1cc(NC(=O)c2ccco2)cc(NC(=O)c2ccco2)c1 | -4 | -2 | -2.6 | -3 | 9 | 0 | 8 | -1.7 | -3
Cn1c(=O)c2c(nc(N3CCN(c4ccccn4)CC3)n2Cc2ccc(Cl)cc2Cl)n(C)c1=O | -4 | 2 | -0.8 | 0 | -6 | 1 | 11 | 0.8 | -1
O=C(CCCSc1nc2ccccc2[nH]1)NC(c1ccccc1)c1ccccc1 | -2 | 1 | 2.5 | 4 | -14 | -1 | 18 | -0.7 | -7
Cc1cc(C)c2cc(C(c3nnnn3C3CCCC3)N3CCOCC3)c(=O)[nH]c2c1 (centres undefined) | -3 | 2 | -0.2 | 2 | 0 | 0 | 7 | 0.9 | 5
CC(=O)Nc1cc(C(=O)N2CCN(C)CC2)ccc1Sc1ccc(C)cc1 | -4 | 2 | 1.9 | -12 | 1 | 0 | 0 | -0.6 | -17
Cc1nn(-c2ccccc2)c2sc(C(=O)OCc3nnc(-c4ccccc4)o3)cc12 | 0 | 1 | -0.4 | -9 | 14 | -2 | -1 | -1.1 | /
Cc1cc(NC(=O)c2ccccc2F)n(C(C)(C)C)n1 | 1 | -2 | 1.8 | -9 | 7 | 1 | 9 | 1.7 | -6
Cc1ccc(C(CCNC(C)c2cccs2)c2ccco2)cc1 (centres undefined) | 1 | 0 | 0.8 | 7 | 10 | 8 | -6 | -0.8 | -12
Cc1cccc(Nc2c([N+](=O)[O-])cc(C(=O)N3CC(=O)Nc4ccccc43)cc2[N+](=O)[O-])c1 | 1 | 6 | -0.9 | 3 | 4 | -3 | 4 | -0.2 | -7
CCOC(=O)/C=c1\s/c(=C\c2c(OC)ccc3ccccc23)c(=O)n1CC(=O)NCC1CCCO1 (centres undefined) | -1 | 6 | 0.5 | -6[fluorescence artefact?] | -16 | 5 | 1 | -2.0 | -14
CNC(=O)COc1ccc(Nc2nnc(C)c3ccccc23)cc1 | -1 | 2 | 3.9 | 1 | 3 | 7 | 5 | 0.9 | -11
Clc1ccc(-c2noc(CCCOc3ccccc3)n2)cc1 | 1 | 10 | -0.5 | -4 | -14 | 0 | -16 | 0.3 | 0
O=C(Nn1cc(C(=O)N2CCN(c3ccccc3F)CC2)c2ccccc2c1=O)c1cnccn1 | 2 | 3 | -1.5 | -2 | -4 | -1 | 2 | -0.2 | -10
COC(=O)c1sc(-c2ccc(C(C)(C)C)cc2)cc1NC(=O)/C=C/C(=O)O | 5 | 3 | 1.2 | 9 | 1 | 0 | 19 | -1.5 | -19
Cc1cc2c(ccc3[nH]onc32)n1 | 5 | 3 | -0.9 | 0 | -5 | 0 | -7 | -0.2 | -33
CCCn1c(SCC(=O)NCc2ccc(OC)cc2)n[nH]c1=O | 2 | 1 | -0.4 | -2 | -7 | 8 | -7 | -0.3 | -14
COCCn1c(NCc2ccco2)nc2c1c(=O)[nH]c(=O)n2C | 2 | 6 | 1.4 | 0 | -23 | -1 | -3 | 0.7 | -12
COC(=O)CSc1nc(NC(C)C)nc(N(C)C)n1 | -1 | -1 | -0.9 | -2 | 1 | 0 | 10 | 0.2 | 9
CCn1c(SCC(=O)c2ccc(OC)cc2)nnc1C1CC1 | 0 | 6 | -0.1 | 1 | -19 | -2 | -7 | 0.4 | -15
CCC(C)n1c(=S)[nH]c2c(sc3ccc([N+](=O)[O-])cc32)c1=O (centres undefined) | 6 | 10 | -0.9 | 4[fluorescence artefact?] | 0 | 2 | -10 | -0.5 | -8
CN=C1S/C(=C\c2ccc(N3CCOCC3)cc2C)C(=O)N1C | 0 | 5 | -0.5 | 20 | -3 | -2 | -1 | 0.6 | 6
CCOC(=O)C1CCN(C(=O)Cn2cc(C#N)c3ccccc32)CC1 | 0 | 4 | 1.2 | 0 | 5 | 3 | 5 | -0.2 | 0
COc1ccc(C2CC3(CC(C)(C)NC(=S)N3)Oc3cc(O)cc(C)c32)cc1 (centres undefined) | 1 | 9 | 0.9 | -2[fluorescence artefact?] | -21 | -2 | 6 | -0.3 | -2
Cc1nn(Cc2c(Cl)cccc2Cl)c(C)c1NC(=O)/C=C/c1cnn(C)c1C | 5 | 13 | -1.5 | / | 0 | 1 | -16 | -0.6 | -21
CCN1CNC(=S)N(C(C)c2ccccc2)C1 (centres undefined) | -4 | 0 | 1.2 | -3 | -17 | 1 | 6 | 0.2 | -7
Cc1ccc(N(C(=O)CCC(=O)Nc2cc(C)on2)C(C(=O)NC2CCCC2)c2ccncc2)cc1 (centres undefined) | 2 | -1 | 0.9 | 1 | -13 | -1 | 1 | 0.8 | 2
c1ccc2c(c1)CCCN2Cc1nnnn1CC1CCCO1 (centres undefined) | -1 | 2 | -0.7 | 6[fluorescence artefact?] | -10 | 6 | 3 | 0.3 | -32
O=c1c2c3c(sc2nc(NCCO)n1Cc1ccco1)CCCCC3 | 5 | 7 | 4.0 | 7 | -12 | -2 | 12 | -0.3 | -9
CNC(=O)CN(c1cc(C)ccc1OC)S(=O)(=O)c1ccc(C)cc1 | -5 | 0 | -2.6 | -4[fluorescence artefact?] | -4 | -2 | 6 | -1.2 | -16
COc1ccc(CC(=O)NNC(=O)c2cccs2)cc1OC | -3 | 0 | 0.3 | -2 | -9 | 0 | 6 | 1.4 | 3
COc1ccc(C(=O)NCc2nnc(SCC(=O)Nc3cc(C)on3)o2)cc1OC | 0 | 10 | -0.4 | 4 | 3 | 1 | -7 | 2.4 | -14
CC1CCN(S(=O)(=O)c2ccc(NC(=O)N3c4ccccc4Sc4ccccc43)cc2)CC1 | -2 | 2 | 0.1 | -17 | 0 | -2 | 5 | 0.4 | -12

Bioassay records (PubChem)

Compounds as they come. Share with any hit: about 4.1%.
